M17LAP inhibition = P. falciparum M17LAP inhibitors, primary screen, biochemical, fluorogenic H-Leu-NHMec substrate, 1536-well (AID 1619); Leucine aminopeptidase (Plasmodium falciparum (isolate 3D7)); recombinant M17LAP, H-Leu-NHMec fluorogenic kinetic assay; higher % means a stronger effect; hit rate 0.38% among 220,000; inhibition, % at 30 µM, or IC50 in µM where a hit was titrated;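 active = compound inhibiting the enzyme by more than half at any dose during confirmatory dose-response retesting; inconclusive = strong single-dose inhibitors picked by rank but not retested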;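 also: plate controls were full reaction with DMSO carrier for no effect and no enzyme background for full effect; strong numbers were not always called active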
bCat nuc transl = modulators of beta-catenin nuclear translocation, primary screen, imaging, HeLa cells, immunofluorescence, high-content | nuclear translocation activity, % at 5 µM | hit rate 0.3% among 190,000 | AID 1665, 2009;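 active = nuclear translocation activity above 50% at 5 µM, with a well cell count of 50 or more; inconclusive = wells under 50 cells across six images, flagged as toxic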;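 also: per-cell ratio of nuclear to cytoplasmic median beta-catenin stain intensity; plate controls were DMSO negative control for no effect and GSK-3 inhibitor IX positive control for full effect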
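System: HeLa cells, endogenous beta-catenin; compound dosing: 5 µM primary single dose, 0.1% DMSO, 0.02–20 µM confirmation series; incubation: 24 h compound exposure at 37°C, 5% CO2; signal: beta-catenin immunofluorescence imaging with DAPI; evaluation: % activation, nuclear-to-cytoplasmic median beta-catenin signal ratio per cell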
MT stabilizer = microtubule stabilizers in HeLa cells, primary screen, imaging, high-content imaging | HeLa tubulin immunostaining HCS, 24 h; share of cells brighter than vehicle mean+2SD | % tubulin-high responders, % at 10 µM | hit rate 0.83% among 200,000 | AID 2205, 2009;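 active = plate Z-score above 3 for both tubulin-high and condensed-nucleus cell shares, with cell loss under 80%, at 10 µM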;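 also: anti alpha tubulin signal scored within the nucleus-defined area of each cell; some results filed as inactive read as strong as hits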
Insulin prom up = insulin promoter activators in MIN6 cells, imaging, high-content screening, mouse beta cells | MIN6 insulin promoter-GFP reporter; hits give high values | z-score at 5 µM | hit rate 0.3% among 190,000 | AID 1625, 2009;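 active = z-score above 3 at 5 µM with at least 500 cells counted in the well; inconclusive = wells under 500 cells, flagged as cytotoxic or low count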
CSM14.1 death rescue = rescue of cells from ER stress-induced death, primary screen, 384-well, CSM14.1, thapsigargin, ATP luminescence (AID 1222) | CSM14.1 thapsigargin-induced death rescue, ATP luminescence; higher % means a stronger effect | 190,000 tested, under 10 active | cellular ATP content (survival), % at 20 µM, or EC50 in µM where a hit was titrated;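 active = EC50 below 50 µM in the dose-response confirmation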;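 also: death triggered by thapsigargin at about 15 µM added after 2 h compound pretreatment; cell ATP read after overnight thapsigargin exposure of roughly 18 to 22 hours; normalized against plate controls of thapsigargin alone and 5% DMSO vehicle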
M1AAP inhibition = P. falciparum M1AAP inhibitors, biochemical, fluorogenic H-Leu-NHMec substrate, 1536-well (AID 1445). recombinant M1AAP, H-Leu-NHMec fluorogenic kinetic assay; higher % means a stronger effect. one-dose inhibition, % at 30 µM; IC50 in µM for titrated hits. hit rate 0.42% among 220,000;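 active = primary inhibition above the hit cutoff, then over 50% inhibition at one or more dose response concentrations, cut at about 23% in these data, passing the limit was not always enough; inconclusive = conflicting primary data, or primary hits not chosen for dose response; inactive = low primary inhibition, or under 50% at every dose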;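 also: plate controls were DMSO full reaction for no effect and no enzyme background for full effect; strong numbers were not always called active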
UTI89 phage lysis = inhibition of K1F phage lysis, E. coli UTI89, bacterial capsule biogenesis inhibitors, alamar blue (AID 488966). E. coli UTI89 K1F phage lysis, alamar blue, 2 h; higher % means a stronger effect. hit rate 0.02% among 340,000. inhibition, % at 100 µM, or IC50 in µM where a hit was titrated;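 active = phage lysis inhibition, versus mean bacterial control, above a set limit; inconclusive = no clear call, values can overlap the other calls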;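 also: capsule biogenesis inhibitors block K1F phage lysis so surviving cells raise fluorescence; higher fluorescence means more inhibition of phage lysis; actives were called in the ten point dose series up to 300 µM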
Dynein transport = inhibitors of GR-EGFP nuclear translocation, primary screen, dynein cargo transport inhibitor project, imaging, high-content, 3617.4 mouse cells. AID 1381, 2008. hit rate 0.47% among 220,000. test concentration mostly 20 µM; stimulated with dexamethasone, 1 µM; hits give low values. z-score, hits read low;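 active = plate z-score of nuclear minus cytoplasmic receptor signal below a set negative limit, without overly bright fluorescence or cell loss, cut at about -3.5 in these data, passing the limit was not always enough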;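 also: z-score of nuclear minus cytoplasmic ring GR-EGFP intensity difference per well; some compounds called inactive have numbers as strong as hits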
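Buffer or medium: tetracycline-free induction medium containing charcoal-stripped FBS / Reagent: dexamethasone agonist, 1.0 µM final, for 30 min / Technique: automated 10x imaging of fixed Hoechst-stained cells / Times: induction 48 h, compound 1 h, agonist 30 min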
Autophagy HCS = autophagy modulators in MEF cells, primary screen, imaging, high-content, MEF GFP-LC3; MEF GFP-LC3 puncta imaging; test concentration mostly 10 µM; calls only at 10 µM (by protocol); hit rate 0.98% among 190,000; AID 463193, 2010;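 active = percentage of spot-positive cells more than 3 SD above its plate mean, without a fluorescence outlier flag or 80% toxicity; inconclusive = no clear call, values can overlap the other calls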;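 also: spot-positive cell cutoff set from DMSO-treated cells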
Dynein transport cytoplasmic EGFP = recorded beside Dynein transport, whose call it bears; z-score; measured here: cytoplasmic GR-EGFP intensity; hits give high values
Dynein transport nuclear GR-EGFP = also measured in Dynein transport; calls as there; z-score; measured here: nuclear GR-EGFP intensity;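 lower value marks the stronger effect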
Dynein transport cell count = also measured in Dynein transport; calls as there; z-score; measured here: cell count per field
Insulin prom up cell count = further read-out of Insulin prom up, marked with its call; cell count; measured here: cytotoxicity, nuclei count;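 total cells summed across four imaged fields per well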
bCat nuc transl cell count 5 µM = second read-out of bCat nuc transl, no call of its own (marks repeat the call); cell count; measured here: cell count, cytotoxicity flag
MT stabilizer Hoechst-high % = recorded beside MT stabilizer, whose call it bears; % Hoechst-high responders; measured here: nuclear condensation Hoechst responders;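 share of cells brighter than vehicle mean plus two SD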
MT stabilizer cytotoxicity % = second read-out of MT stabilizer, no call of its own (marks repeat the call); toxicity, %; measured here: cytotoxicity by cell density;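 0% = mean cell density of plate MIN control wells and 100% = no cells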
Autophagy HCS cell loss 18 h = further read-out of Autophagy HCS, marked with its call; toxicity, %; measured here: cell loss, nuclei count;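 cell loss after 18 h compound exposure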
* = called active by the depositor; i = inactive; ? = inconclusive; . = not tested or not shown; [ ] = dose if it differs, or a comment.

#	smiles	M1AAP inhibition	MT stabilizer cytotoxicity %	M17LAP inhibition	Dynein transport cell count	Insulin prom up	Autophagy HCS	UTI89 phage lysis	MT stabilizer	MT stabilizer Hoechst-high %	CSM14.1 death rescue	Dynein transport	Dynein transport nuclear GR-EGFP	bCat nuc transl	Insulin prom up cell count	Dynein transport cytoplasmic EGFP	bCat nuc transl cell count 5 µM	Autophagy HCS cell loss 18 h
1	Cn1c(=O)oc2cc(S(=O)(=O)N3CCCC(C(=O)NC4CCCc5ccccc54)C3)ccc21 (stereo unspecified)	0%	3.0	-13%	0.79	-0.86	i	0.1%	7.7	2.8	1.2%	0.041	0.013	.	770	-0.29	.	6
2	O=C(CN1CCCCCC1)Nc1ccccc1	-2%	23	-10%	0.14	0.51	i	0.2%	6.2	2.3	-0.5%	-0.38	0.35	-0.8	1242	1.8	1044	15
3	Cc1cc(C(=O)C(=O)N(C)C)c(C)n1-c1ccc(Cl)cc1	1%	5.5	4%	0.03	0.15	i	1.9%	3.5	2.9	.	0.75	0.53	0.0	1146	-0.31	1035	2
4	O=C(CCc1n[nH]c(=O)[nH]c1=O)N/N=C/c1ccco1	8%	6.1	0%	0.26	-0.19	i	0.2%	4.8	2.3	0.0%	-0.013	0.052	-1.3	1577	-0.18	911	14
5	COc1ccc2c(C)cc(=S)[nH]c2c1	2%	5.3	1%	0.27	-0.44	i	-0.1%	1.9	2.2	-0.2%	0.088	0.27	1.3	1309	-0.29	1069	0
6	Cc1csc(SCC(=O)NCc2ccc3c(c2)OCO3)n1	-2%	.	-4%	-0.058	-0.07	.	0.1%	.	.	.	-0.54	-0.1	0.6	1106	-0.73	1297	.
7	O=C(CSc1nc(-c2ccncc2)nn1CC(=O)N1CCCCC1)NC1CCCC1	17%	8.8	6%	1.5	-0.28	i	0.1%	2.2	2.3	0.5%	-0.94	-0.58	-2.8	1265	-0.43	914	1
8	CNC[C@H](O)c1ccc(O)c(O)c1	1%	5.9	25%	0.37	.	i	5.1%	3.3	2.1	-1.8%	0.87	0.82	.	.	-0.28	.	19

(cont.)
#	smiles	M1AAP inhibition	MT stabilizer cytotoxicity %	M17LAP inhibition	Dynein transport cell count	Insulin prom up	Autophagy HCS	UTI89 phage lysis	MT stabilizer	MT stabilizer Hoechst-high %	CSM14.1 death rescue	Dynein transport	Dynein transport nuclear GR-EGFP	bCat nuc transl	Insulin prom up cell count	Dynein transport cytoplasmic EGFP	bCat nuc transl cell count 5 µM	Autophagy HCS cell loss 18 h
9	COC(=O)c1cc(Cl)cc(Cl)c1OS(=O)(=O)N(C)C	3%	8.4	-5%	0.29	0.24	i	0.0%	4.4	4.0	0.3%	0.22	0.41	0.5	1037	-0.35	1149	5
10	CNc1nc(N)nc(-c2cc(Cl)ccc2OC)n1	4%	4.9	3%	-0.13	.	i	-0.2%	5.9	2.1	2.8%	-0.056	0.33	-1.6	.	-0.24	1024	20
11	CCOc1ccc2nc(NC(=O)C3CCCN(S(=O)(=O)c4c(C)noc4C)C3)sc2c1 (stereo unspecified)	-6%	.	-8%	-1.3	0.05	.	4.2%	.	.	.	2.4	2	2.0	546	-0.69	1016	.
12	Cc1cc2cc3c(cc2nc1SCC(=O)Nc1c(C)cccc1C)CCC3	7%	36*	-8%	0.026	.	i	0.2%	47*	35*	1.1%	0.13	0.25	.	.	-0.15	.	-17
13	COCCNC(=O)C(OC(=O)CC1Sc2ccccc2NC1=O)c1ccncc1 (stereo unspecified)	3%	9.4	1%	0.67	-0.71	i	4.8%	0.7	1.0	-1.4%	-0.47	0.045	-6.9	984	-0.19	1267	5
14	CC(C)(C)c1ccc(S(=O)(=O)Nc2cccc(C3OCCCO3)c2)cc1	3%	5.7	21%	0.1	-0.06	i	1.1%	3.5	3.4	4.4%	-0.27	-0.6	0.7	1282	-0.32	987	-8
15	O=C(Nc1nccs1)c1cc2c(s1)CCCCC2	3%	11	-4%	1.1	0.36	i	0.8%	1.2	1.1	-3.4%	-0.25	0.12	.	831	0.044	.	-8
16	Cc1ccc(Cc2c(C)c(C#N)c3[nH]c4ccccc4n3c2=O)cc1	2%	.	-2%	0.24	-0.5	.	2.0%[50 µM]	.	.	.	0.091	-0.36	-2.1	1465	-0.28	1217	.

(more compounds)
#	smiles	M1AAP inhibition	MT stabilizer cytotoxicity %	M17LAP inhibition	Dynein transport cell count	Insulin prom up	Autophagy HCS	UTI89 phage lysis	MT stabilizer	MT stabilizer Hoechst-high %	CSM14.1 death rescue	Dynein transport	Dynein transport nuclear GR-EGFP	bCat nuc transl	Insulin prom up cell count	Dynein transport cytoplasmic EGFP	bCat nuc transl cell count 5 µM	Autophagy HCS cell loss 18 h
17	CCOc1ccc2ncc(S(=O)(=O)c3ccccc3)c(N3CCN(c4ccc(OC)cc4)CC3)c2c1	4%	6.6	-8%	-0.37	1.2	i	2.3%	2.3	2.6	-0.8%	-0.43	0.45	.	1419	0.1	.	-4
18	O=C(C[n+]1ccccc1)N1c2ccccc2Sc2ccccc21	1%	6.0	12%	-0.49	-1.2	i	-0.4%	1.7	0.8	-2.0%	0.15	0.36	-3.3	1457	-0.15	1110	-1
19	COc1ccccc1CNC(=O)CNC(=O)c1cn(-c2ccccc2OC)c(=O)c2ccccc12	8%	14	-9%	-0.074	-0.44	i	0.5%	5.0	2.1	-1.0%	-0.41	-0.37	-0.6	1191	-0.14	1075	7
20	CCOC(=O)Nc1ccc2c(c1)N(C(=O)N(CC)CC)c1ccccc1CC2	3%	4.5	0%	1.1	-0.77	i	1.6%	4.2	1.9	-0.2%	-0.57	0.61	-0.5	1233	-0.24	518	26
21	Cc1ccsc1C(=O)OCC(=O)Nc1cccc(S(=O)(=O)N2CCOCC2)c1	21%	3.4	0%	0.52	-0.43	i	0.3%	2.3	2.0	0.3%	-0.62	-0.5	-2.0	1565	-0.25	1115	8
22	COc1ccc(CN2C(=O)CN=C2Nc2cc(C)ccc2C)cc1	9%	4.9	3%	1.7	-1.3	i	1.4%	3.1	0.9	0.3%	-1.4	-0.55	2.0	857	-0.38	1102	11
23	O=C(/C=C/c1ccccc1)Nc1ccc(CN2CCOCC2)cc1	9%	7.2	13%	0.56	0.21	i	1.3%	3.3	2.5	-3.4%	-0.51	-0.27	-2.3	1582	-0.24	1117	3
24	Cc1[nH]oc(=O)c1N=Nc1ccccc1	10%	9.8	20%	-0.27	-0.12	i	1.0%[50 µM]	0.8	3.6	1.4%	-0.3	-0.16	-3.7	1345	-0.23	591	-15

Continued:
#	smiles	M1AAP inhibition	MT stabilizer cytotoxicity %	M17LAP inhibition	Dynein transport cell count	Insulin prom up	Autophagy HCS	UTI89 phage lysis	MT stabilizer	MT stabilizer Hoechst-high %	CSM14.1 death rescue	Dynein transport	Dynein transport nuclear GR-EGFP	bCat nuc transl	Insulin prom up cell count	Dynein transport cytoplasmic EGFP	bCat nuc transl cell count 5 µM	Autophagy HCS cell loss 18 h
25	c1ccc(C[n+]2cccc(-c3ccccc3)c2)cc1	-4%	0.6	-17%	0.33	-0.06	i	5.5%	4.5	2.4	-1.4%	-0.83	-0.61	-3.5	978	-0.28	505	-4
26	C=CCn1c(CNc2ccc(C)cc2)nnc1SCC(=O)N/N=C/c1ccc(O)cc1O	37%*	9.5	-2%	-0.049	-0.44	i	0.1%	2.9	2.3	-1.7%	0.24	0.35	-3.5	1233	-0.22	1209	4
27	Cc1cc(=O)cc(C)n1-c1ccc(F)cc1F	4%	4.1	-7%	-0.83	-0.17	i	-1.4%	1.9	1.4	1.2%	1	0.65	-3.6	1380	-0.13	1095	-5
28	COCC(=O)Nc1nc(-c2ccccc2)c(C)s1	8%	13	14%	0.9	-0.6	i	1.7%	5.6	1.7	-0.1%	-0.062	0.16	0.8	1337	-0.24	922	3
29	COc1ccc(-c2nncnn2)cc1	17%	4.1	21%	0.21	.	i	.	2.3	1.2	-0.4%	-0.41	0.022	-7.4	.	-0.21	1164	5
30	CCCCCCn1ccc(=N)cc1	-4%	4.4	-3%	-2.7	?	i	0.2%	2.9	2.6	5.2%	1.7	0.89	1.7	.	0.2	1126	-9
31	CC(Oc1ccc(Cl)cc1Cl)C(=O)NCCCCc1ccccc1 (stereo unspecified)	6%	5.6	4%	0.57	-0.08	i	-0.1%	6.4	1.8	-2.4%	0.16	0.2	-2.5	1144	0.048	463	-7

Screening results as filed in PubChem BioAssay.
